ssDAF-12 act: activates DAF-12 receptor from parasite S. stercoralis; HEK293 ssDAF-12/GRIP1 lit1-tk-luc reporter, luminescence; % of 3 µM dafachronic acid response; activation, % at 6.8 µM; 1% of 370,000 active;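 active means activation above the mean over all tested compounds plus 3 SD, cut at about 0.9% in these data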;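 further: 0% = DMSO-only wells and 100% = 3 µM delta7-dafachronic acid wells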
ADAM17 inh: inhibits human ADAM17; P78536; recombinant ADAM17, EDANS/DABCYL FRET peptide cleavage; inhibition, % at 6.95 µM; 0.83% of 370,000 active; AID 720648;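 active means inhibition above the mean of compounds lying between control limits plus 3 SD, set per campaign, cut at about 8.5% in these data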;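 further: 0% = DMSO-only wells as the low control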
DAX1 inh-1: inhibitors of human orphan nuclear receptor DAX1 (NR0B1). HEK293 Gal4-DAX1 luciferase reporter, luminescence. inhibition, % at 6.75 µM. 0.99% of 340,000 active. AID 504766;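 active means inhibition above the mean over all tested compounds plus 3 SD, cut at about 4.2% in these data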;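 further: 0% = DAX1-transfected cells with DMSO and 100% = empty-vector control cells with DMSO; inhibition shows as a rise in luminescence from relieved DAX1 repression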
PLCb3 inh: PLC-beta3 (human) inhibition, primary screen. Purified PLC-beta3, fluorogenic substrate, fluorescence. inhibition, % at 12.2 µM. 0.18% of 370,000 active. Q01970; in the data active means inhibition above about 11%;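 further: 0% = median of compound wells on plate and 100% = full blocker control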
DAX1 inh-2: inhibitors of DAX1 repression of SF-1 activated StAR promoter; 1.1% of 370,000 active; AID 652010; inhibition, % at 6.8 µM; HEK293T StAR-luciferase reporter, SF-1/DAX-1 repression relief;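 active means inhibition above the mean over all tested compounds plus 3 SD, cut at about 3.6% in these data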;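 further: 0% = DAX-1 cells with DMSO and 100% = cells lacking DAX-1 with DMSO; higher inhibition means more luminescence from relief of DAX-1 repression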
hcDAF12 agonist: H. contortus DAF-12 activation, primary screen; HEK293 hcDAF-12 lit1-tk-luc reporter, luminescence; 0% DMSO, 100% Δ7-dafachronic acid; activation, % at 6.8 µM; 1.4% of 370,000 active; AID 652067;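 active means activation above the mean of all tested compounds plus 3 SD, cut at about 5.5% in these data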;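 further: 100% = response to 3 µM Δ7-dafachronic acid high control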
NR1D1 modulator: modulators of human Rev-erb alpha DNA binding. P20393. Rev-erbα–FITC-DNA binding, fluorescence polarization, 90 min. activity, % at 10 µM. 0.79% of 370,000 active. AID 1259318;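 active means activity above about 14%, limit read from the data; passing the limit was not always enough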;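 further: 0% = DMSO wells with 35 nM protein and 100% = DMSO wells with 750 nM protein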
PLCg1 inh: PLC-gamma1 (human) inhibition, primary screen. AID 720700. 0.84% of 370,000 active. purified PLC-gamma1, fluorogenic substrate, fluorescence. inhibition, % at 12.2 µM; in the data active means inhibition above about 9.5%
Target sequence (P19174 whole entry, looked up): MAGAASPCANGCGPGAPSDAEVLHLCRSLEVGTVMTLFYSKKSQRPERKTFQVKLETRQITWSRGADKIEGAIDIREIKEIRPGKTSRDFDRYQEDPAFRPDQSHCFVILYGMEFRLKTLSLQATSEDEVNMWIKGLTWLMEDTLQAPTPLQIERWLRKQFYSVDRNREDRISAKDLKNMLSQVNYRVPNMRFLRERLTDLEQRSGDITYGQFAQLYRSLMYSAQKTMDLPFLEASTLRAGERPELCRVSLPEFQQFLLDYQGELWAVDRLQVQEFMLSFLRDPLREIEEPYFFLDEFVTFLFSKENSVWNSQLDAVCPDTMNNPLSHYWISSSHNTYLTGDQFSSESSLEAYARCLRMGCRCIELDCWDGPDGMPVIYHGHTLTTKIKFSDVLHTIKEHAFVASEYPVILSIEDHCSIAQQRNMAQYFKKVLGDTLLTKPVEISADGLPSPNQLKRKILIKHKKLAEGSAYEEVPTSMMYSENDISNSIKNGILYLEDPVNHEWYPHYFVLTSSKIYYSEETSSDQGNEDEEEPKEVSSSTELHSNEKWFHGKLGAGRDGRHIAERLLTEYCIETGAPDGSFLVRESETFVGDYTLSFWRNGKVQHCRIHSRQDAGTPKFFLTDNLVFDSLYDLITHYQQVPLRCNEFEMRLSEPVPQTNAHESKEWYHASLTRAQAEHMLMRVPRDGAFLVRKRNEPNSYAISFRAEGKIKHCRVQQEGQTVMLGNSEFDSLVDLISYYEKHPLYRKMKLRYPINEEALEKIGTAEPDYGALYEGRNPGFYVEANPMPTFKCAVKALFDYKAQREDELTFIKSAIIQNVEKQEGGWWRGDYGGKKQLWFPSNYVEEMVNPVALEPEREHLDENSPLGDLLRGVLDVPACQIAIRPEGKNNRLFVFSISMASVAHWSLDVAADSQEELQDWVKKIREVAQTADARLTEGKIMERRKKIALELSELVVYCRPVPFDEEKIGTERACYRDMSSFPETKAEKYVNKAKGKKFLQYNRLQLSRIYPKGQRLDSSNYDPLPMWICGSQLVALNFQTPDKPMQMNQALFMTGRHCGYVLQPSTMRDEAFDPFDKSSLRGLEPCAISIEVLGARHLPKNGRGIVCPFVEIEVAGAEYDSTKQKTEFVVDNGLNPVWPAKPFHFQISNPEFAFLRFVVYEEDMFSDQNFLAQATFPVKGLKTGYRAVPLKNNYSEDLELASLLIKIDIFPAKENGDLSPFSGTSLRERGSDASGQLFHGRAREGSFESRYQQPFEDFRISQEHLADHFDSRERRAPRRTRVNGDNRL
SMARCA2 activ: increases SMARCA2 function in MMTV reporter cells; activation, % at 9.1 µM; MG213 cells, MMTV-luciferase reporter, dexamethasone, overnight; AID 652017; 1% of 370,000 active; in the data active means activation above about 7.8%;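 further: 0% = vehicle wells and 100% = reference activator wells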
MBD2 inh: blocks human MBD2 binding to methylated DNA; Q9UBB5; TR-FRET, MBD2 binding to methylated oligonucleotide; inhibition, % at 4.4 µM; 0.31% of 370,000 active; AID 686964; in the data active means inhibition above about 13%
hgDAF12 agonist: activates the H. glycines DAF-12 receptor ligand-binding domain. HEK293 GAL4-hgDAF12 UAS-luciferase reporter, agonist luminescence; normalized to butyrate control. activation, % at 6.8 µM. 1.8% of 370,000 active. AID 687014;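 active means activation above a cutoff set at the mean of all screened compounds plus 3 SD, cut at about 10% in these data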;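 further: 0% = DMSO wells and 100% = sodium butyrate wells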
* hit, by the source's call; i = inactive; nt = not tested or not shown.

1: NS(=O)(=O)c1ccc(CNC(=O)c2scc3c2CCCC3)cc1
2: CC(=NNC(=O)Cn1ccc(C(F)(F)F)n1)c1ccc(-n2ccnc2)cc1
3: CCCCOC(=O)c1ccc(NC(C)=O)cc1
4: Cc1cc(C(=O)CSc2nnc(N)s2)c(C)n1Cc1cccs1
5: O=C1CCCC2=C1C(c1ccc(Cl)cc1)C1C(=O)c3ccccc3C1=N2 (stereo unspecified)
6: CC1(C)Cc2ccccc2C(NNC(=O)c2ccccn2)=N1
assay / entry	1	2	3	4	5	6
ssDAF-12 act	-1.1	-1.0	-1.2	-0.1	-1.1	-1.3
ADAM17 inh	-7	-7	-5	-1	-2	-2
DAX1 inh-1	-0.7	-1.2	0.8	-3.6	-2.4	-0.5
PLCb3 inh	-5	-5	-4	-1	-4	1
DAX1 inh-2	-0.6	-1.1	0.8	6.2*	-1.0	-0.9
hcDAF12 agonist	-0.5	-0.5	-0.7	6.7*	-1.6	2.0
NR1D1 modulator	1	0	-6	6	0	1
PLCg1 inh	0	-4	-4	2	-3	0
SMARCA2 activ	-4	-2	3	7	1	1
MBD2 inh	4	0	9	-2	-4	4
hgDAF12 agonist	0.6	4.1	3.0	8.0	-2.6	0.0

Structures from the list above with two or more sulfur atoms, in the order listed:
1: NS(=O)(=O)c1ccc(CNC(=O)c2scc3c2CCCC3)cc1
4: Cc1cc(C(=O)CSc2nnc(N)s2)c(C)n1Cc1cccs1
assay / entry	1	4
ssDAF-12 act	-1.1	-0.1
ADAM17 inh	-7	-1
DAX1 inh-1	-0.7	-3.6
PLCb3 inh	-5	-1
DAX1 inh-2	-0.6	6.2*
hcDAF12 agonist	-0.5	6.7*
NR1D1 modulator	1	6
PLCg1 inh	0	2
SMARCA2 activ	-4	7
MBD2 inh	4	-2
hgDAF12 agonist	0.6	8.0

Single records, from the list above.
Cc1cc(C(=O)CSc2nnc(N)s2)c(C)n1Cc1cccs1 as listed: ssDAF-12 act: -0.1; ADAM17 inh: -1; DAX1 inh-1: -3.6; PLCb3 inh: -1; DAX1 inh-2: 6.2*; hcDAF12 agonist: 6.7*; NR1D1 modulator: 6; PLCg1 inh: 2; SMARCA2 activ: 7; MBD2 inh: -2; hgDAF12 agonist: 8.0
CC1(C)Cc2ccccc2C(NNC(=O)c2ccccn2)=N1 as listed: ssDAF-12 act: -1.3; ADAM17 inh: -2; DAX1 inh-1: -0.5; PLCb3 inh: 1; DAX1 inh-2: -0.9; hcDAF12 agonist: 2.0; NR1D1 modulator: 1; PLCg1 inh: 0; SMARCA2 activ: 1; MBD2 inh: 4; hgDAF12 agonist: 0.0

(list continues)
7: CCC(=O)c1ccc(OCC(=O)Nc2ccccc2N2CCOCC2)cc1
8: COc1ccc(-n2cnc3c(sc4nc(N5CCOCC5)c5c(c43)CCCC5)c2=O)cc1
9: Cc1ccc(NC(=O)NC2OC(=O)c3ccccc32)cc1 (stereo unspecified)
10: COc1ccc(-c2nnn(CC(=O)N(Cc3ccccc3Cl)C(C(=O)NCC3CCCO3)c3ccco3)n2)cc1OC (stereo unspecified)
11: O=C1[C@H]2[C@@H](c3ccccc3)N[C@]3(CCCN(Cc4ccc(Cl)cc4)C3=O)[C@H]2C(=O)N1Cc1ccccc1
12: CCOC(=O)c1[nH]c2ccc(OCC)cc2c1NC(=O)CN1CCCC(C)C1 (stereo unspecified)
assay / entry	7	8	9	10	11	12
ssDAF-12 act	-1.7	-2.0	-0.6	-1.2	-1.7	-1.8
ADAM17 inh	0	1	-4	-1	3	-98
DAX1 inh-1	-0.7	-0.4	1.0	-0.3	-0.2	-0.6
PLCb3 inh	-7	-6	-1	0	1	i
DAX1 inh-2	-2.3	0.2	0.9	-0.7	-1.8	-0.7
hcDAF12 agonist	-1.1	1.1	-1.1	-1.8	-1.7	-2.7
NR1D1 modulator	-3	3	1	6	0	-2
PLCg1 inh	-2	3	1	-1	0	-491
SMARCA2 activ	-1	6	-1	-1	-3	-1
MBD2 inh	-3	0	9	10	-5	-3
hgDAF12 agonist	2.9	-0.1	-2.5	-0.7	0.1	0.2

13: COc1ccc(Cc2nc(-c3ccc(NC(=O)c4cccnc4)cc3)no2)cc1
14: O=C1C2CC=CCC2C(=O)N1c1n[nH]c(Cc2ccccc2)n1 (stereo unspecified)
15: CCOC(=O)/C=C1\CC(=O)Nc2nonc2N1
16: CC(C)(C)c1csc(NC(=O)c2cccs2)n1
17: O=C(Nc1ccc2oc(=O)ccc2c1)c1cccnc1Cl
18: O=C(Nc1ccc(N2CCOCC2)nc1N1CCOCC1)c1cccc(C(F)(F)F)c1
assay / entry	13	14	15	16	17	18
ssDAF-12 act	-1.9	-0.8	-0.9	-0.8	-1.3	-2.0
ADAM17 inh	-2	-5	-4	-1	-34	-1
DAX1 inh-1	-1.9	0.7	0.5	-0.9	0.0	0.1
PLCb3 inh	2	1	-23	-11	-60	-6
DAX1 inh-2	-4.9	0.3	0.8	0.2	-0.7	-0.2
hcDAF12 agonist	-2.9	0.7	-0.2	2.0	-0.5	-0.4
NR1D1 modulator	-2	-1	0	5	-5	-3
PLCg1 inh	1	1	-16	-7	-42	-1
SMARCA2 activ	-1	1	-2	1	1	0
MBD2 inh	3	7	-3	-2	-2	-2
hgDAF12 agonist	-7.5	-3.7	0.3	2.3	-1.0	-0.2

3 compounds already listed, arranged by the value under NR1D1 modulator, smallest number first:
entry | Structure | ssDAF-12 act | ADAM17 inh | DAX1 inh-1 | PLCb3 inh | DAX1 inh-2 | hcDAF12 agonist | NR1D1 modulator | PLCg1 inh | SMARCA2 activ | MBD2 inh
18 | O=C(Nc1ccc(N2CCOCC2)nc1N1CCOCC1)c1cccc(C(F)(F)F)c1 | -2.0 | -1 | 0.1 | -6 | -0.2 | -0.4 | -3 | -1 | 0 | -2
14 | O=C1C2CC=CCC2C(=O)N1c1n[nH]c(Cc2ccccc2)n1 (stereo unspecified) | -0.8 | -5 | 0.7 | 1 | 0.3 | 0.7 | -1 | 1 | 1 | 7
16 | CC(C)(C)c1csc(NC(=O)c2cccs2)n1 | -0.8 | -1 | -0.9 | -11 | 0.2 | 2.0 | 5 | -7 | 1 | -2

(continued)
19: Cn1cccc1C(C#N)c1ncc(C(F)(F)F)cc1Cl (stereo unspecified)
20: CC1(C(=O)Nc2ccc3ccccc3c2)CCC(=O)N1CCCn1ccnc1 (stereo unspecified)
21: Cc1ccccc1-c1ccc(/C=C2/SC(N3CCOCC3)=NC2=O)o1
22: COc1cc(NC(=O)c2ccccc2F)ccc1NC(=O)c1ccccc1Cl
23: Cn1nccc1C(=O)OCC(=O)Nc1nc(-c2ccccc2)cs1
24: O=C(c1ccncc1)N1CCN(C2CCCCC2)CC1
assay / entry	19	20	21	22	23	24
ssDAF-12 act	-1.7	-0.5	-1.7	-1.2	-1.3	-1.2
ADAM17 inh	-3	-7	-5	-3	-1	-7
DAX1 inh-1	0.3	nt	5.4*	-0.9	-0.1	0.1
PLCb3 inh	-8	2	-26	-3	-3	-1
DAX1 inh-2	0.0	-1.2	0.1	-0.4	0.6	0.4
hcDAF12 agonist	-1.0	-1.0	-2.5	-1.1	4.6	1.1
NR1D1 modulator	-1	5	-6	-2	1	4
PLCg1 inh	-1	1	-14	1	-1	-1
SMARCA2 activ	-4	-2	-2	-1	5	-4
MBD2 inh	3	-7	4	4	1	0
hgDAF12 agonist	3.1	-0.2	-0.1	-2.1	4.9	-0.8

25: CCCn1c(=O)c(C(=O)Nc2c(C)n(C)n(-c3ccccc3)c2=O)c(O)c2ccccc21
26: COc1cc2sc3ccc(C#Cc4ccccn4)cc3c(=O)c2cc1OC
27: COc1cc(CNCc2ccncc2)cc(OC)c1OC
28: Cn1c(NC(=O)C[n+]2cc(-c3ccccc3)n3c2CCC3)cc(=O)n(C)c1=O
29: O=C(OCc1cn(Cc2ccc(C(F)(F)F)cc2)nn1)N1CCOCC1
30: CN(C)C(=O)CSc1nc2ccccc2n1Cc1ccccc1
assay / entry	25	26	27	28	29	30
ssDAF-12 act	-1.0	-1.4	-1.0	-1.0	-0.7	-1.0
ADAM17 inh	-4	-22	-1	-3	-12	3
DAX1 inh-1	0.7	1.7	0.9	-0.8	nt	0.8
PLCb3 inh	-1	-64	-8	-2	-4	2
DAX1 inh-2	0.5	-0.2	0.2	0.3	-0.2	-0.5
hcDAF12 agonist	-1.1	0.1	-1.0	7.1*	-1.1	3.0
NR1D1 modulator	0	26*	-5	-2	-1	-2
PLCg1 inh	4	-34	3	0	2	3
SMARCA2 activ	0	2	-1	-2	-4	-3
MBD2 inh	2	1	5	0	0	-2
hgDAF12 agonist	0.2	0.6	-1.4	2.2	1.7	-3.0

31: c1ccc(-c2cc(-c3ccccc3)on2)cc1
32: Cc1ccc(Cn2cc(COC(=O)NCCc3c[nH]c4ccccc34)nn2)cc1
33: CC(C)CC(=O)N1CCN(S(=O)(=O)c2ccc(Cl)cc2)CC1
34: COC(=O)c1ccc(Cn2nnc3c(=O)[nH]c(C4CCCN(S(=O)(=O)c5cccc(Cl)c5)C4)nc32)cc1 (stereo unspecified)
35: CCCn1c2ccc(C)cc2c2nnc(SCCN3CCOCC3)nc21
36: CCN(CC)C(=O)CN1C(=O)NC2(CCc3ccccc3C2)C1=O (stereo unspecified)
37: CCOC(=O)C(NC(=O)c1ccccc1)=C(C)C
38: COc1cccc(CC(=O)OCC(=O)NC2CCCC2)c1
assay / entry	31	32	33	34	35	36	37	38
ssDAF-12 act	1.7*	-0.9	-0.8	-1.4	-1.5	-1.2	0.1	-0.7
ADAM17 inh	-6	-3	-1	-5	-4	-2	0	-5
DAX1 inh-1	3.2	nt	0.1	-0.1	-0.4	0.1	-0.1	0.3
PLCb3 inh	-8	-7	5	-6	-15	0	1	-7
DAX1 inh-2	5.7*	0.4	-0.5	0.2	-1.0	-0.7	0.4	0.1
hcDAF12 agonist	12*	-0.4	-0.1	-1.3	1.2	-0.7	1.4	-0.1
NR1D1 modulator	1	-2	-3	-2	2	-3	-6	-2
PLCg1 inh	1	-4	3	1	-4	2	0	4
SMARCA2 activ	4	-2	-1	6	0	3	-1	-3
MBD2 inh	4	13	0	5	3	-2	-5	4
hgDAF12 agonist	18*	-5.6	0.9	4.3	-0.1	-1.6	-0.8	0.5
